HCT116 bCat-KO – beta-catenin-lacking colon tumor cell growth suppression; HCT116 beta-catenin knockout viability, CellTiter-Glo, 60 h; active compounds read low; viability, % at 10 µM; hit rate 1.5% among 140,000; AID 818;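 active means viability at or under a set limit, the compound median less 4 SD, cut at about 6% in these data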;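 further: 0% = Hyamine 1622 control at 20 µM and 100% = untreated cell control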
BB579 growth dn – reduces growth of yeast BB579 in restrictive medium; S. cerevisiae BB579 growth, OD615, 48 h; inhibition, % at 10 µM; hit rate 0.51% among 140,000;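 active means inhibition above a set limit, 3 SD over the mean compound inhibition, cut at about 44% in these data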; further: inactives centre near -24
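Test system: S. cerevisiae DeaD strain BB579 yeast; Medium: restrictive CSMM-D medium; Compound: one dose, 10 µM compound with 0.25% DMSO; Incubation: 4 h cell preincubation, 48 h compound exposure, 30 °C humidified; Signal: OD at 615 nm; Benchmarks: amphotericin B at 10 µg/mL as positive control.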
GALR2 blocker – blocks the human galanin receptor 2. GALR2-expressing cells, antagonist mode. inhibition, % at 4 µM. AID 828. hit rate 0.39% among 140,000. O43603; in the data active means inhibition above about 27%;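 further: cells stimulated with galanin 1-16 at roughly its EC80; 0% = agonist challenge control and 100% = basal control without agonist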
Target sequence (O43603 whole entry, looked up): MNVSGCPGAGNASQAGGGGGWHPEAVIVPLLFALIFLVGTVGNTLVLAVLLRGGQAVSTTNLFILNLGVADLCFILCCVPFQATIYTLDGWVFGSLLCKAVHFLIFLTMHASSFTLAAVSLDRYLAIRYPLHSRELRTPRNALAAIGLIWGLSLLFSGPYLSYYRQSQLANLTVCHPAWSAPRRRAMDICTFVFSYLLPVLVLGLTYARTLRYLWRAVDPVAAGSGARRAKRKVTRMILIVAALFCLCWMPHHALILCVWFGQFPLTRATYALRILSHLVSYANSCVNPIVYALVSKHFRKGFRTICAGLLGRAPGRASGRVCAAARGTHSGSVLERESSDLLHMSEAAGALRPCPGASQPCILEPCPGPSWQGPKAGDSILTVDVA
E-sel TNF inh – blocks E-selectin expression induced by TNF alpha; HUVEC TNFa-induced E-selectin immunofluorescence, high content; hit rate 0.71% among 120,000; AID 1246; inhibition, % at 2 µM;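 active means inhibition above the batch mean plus 3 SD, and confirmed as a hit on visual image review, cut at about 43% in these data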;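 further: 0% = TNF-stimulated DMSO wells and 100% = unstimulated control wells; not every result past the cut was called active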
Phagocytosis inh – blocks phagocytosis by macrophages. AID 1029. hit rate 0.07% among 110,000. J774A.1 macrophage IgG-bead phagocytosis, imaging. inhibition, % at 5 µM;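 active means inhibition above the mean of the plate negative controls plus 5 SD, cut at about 13% in these data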;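 further: phagocytic index as fraction of beads internalized from green versus red external bead signal; plate controls were DMSO negative control for no effect and cytochalasin-D positive control for full effect; some results beyond the cut were filed as inactive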
Yeast lifespan up – extends the lifespan of yeast; S. cerevisiae growth with nicotinamide, OD615; deaD strain in restrictive glucose medium; inhibition of the nicotinamide effect, % at 10 µM; hit rate 0.68% among 130,000; AID 775;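 active means inhibition above a set limit, placed 3 SD over the median of all compounds, cut at about 26% in these data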;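 further: 0% = nicotinamide-treated wells and 100% = cells grown without nicotinamide; some compounds called inactive have numbers as strong as hits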
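Assay system: engineered S. cerevisiae DeaD replicative-lifespan strain, galactose-grown log-phase cells; medium: restrictive CSMM-D dextrose medium; also added: nicotinamide, 1.5 mM, co-present with compound; schedule: 48 h compound exposure at 30 °C, humidified; detection: absorbance at 615 nm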
NPY Y2 blocker – NPY-Y2 (human) receptor antagonism. P49146. NPY-Y2 expressing cells, antagonist mode. inhibition, % at 2.7 µM. hit rate 0.99% among 140,000. AID 793; in the data active means inhibition above about 17%;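 further: 0% = vehicle with agonist challenge and 100% = reference antagonist with challenge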
Target sequence (P49146 whole entry, looked up): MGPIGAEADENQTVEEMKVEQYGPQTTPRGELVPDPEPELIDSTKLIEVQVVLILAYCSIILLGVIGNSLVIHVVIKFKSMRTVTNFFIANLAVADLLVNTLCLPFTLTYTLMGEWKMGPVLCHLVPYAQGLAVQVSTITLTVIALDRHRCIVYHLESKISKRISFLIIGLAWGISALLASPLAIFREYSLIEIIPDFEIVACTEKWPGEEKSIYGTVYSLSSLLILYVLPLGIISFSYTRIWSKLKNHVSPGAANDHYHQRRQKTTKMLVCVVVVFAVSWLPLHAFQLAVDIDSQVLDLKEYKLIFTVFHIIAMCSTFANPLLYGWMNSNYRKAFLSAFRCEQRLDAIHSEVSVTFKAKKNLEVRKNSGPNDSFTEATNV
HCT116 PTEN-null – suppresses growth of cells with PTEN deletion; HCT116 PTEN-null viability, CellTiter-Glo, 60 h; active compounds read low; viability, % at 10 µM; hit rate 1.2% among 140,000; AID 827;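 active means viability at or below a set limit, 4 SD under the median of all tested compounds, cut at about 3.7% in these data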;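 further: PTEN knockout HCT116 line with beta catenin targeted HCT116 as companion control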
Measles CPE – protection of cells from measles virus. Measles virus-infected cells, CPE protection, absorbance. protection (pct of control), % at 4 µM. hit rate 1.5% among 140,000. AID 841; in the data active means protection mostly above about 24%, no sharp cut-off; inactive means mostly below about 26%; further: some compounds called inactive have numbers as strong as hits
MRP1 act – activates MRP-1. H69AR cells + doxorubicin, viability rescue, CellTiter-Glo. viability increase, % at 10 µM. hit rate 0.61% among 140,000;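 active means viability gain under doxorubicin at or above a set limit, the compound median plus 3 SD, cut at about 4.7% in these data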;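 further: MRP-1 overexpressing cells given doxorubicin 25 µM after compound pretreatment; 18-22 h compound pretreatment then 72 h with doxorubicin before readout; 0% = doxorubicin-only wells and 100% = vehicle-treated cells without doxorubicin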
* = called active by the depositor; nt = not tested or not shown.

SMILES	HCT116 bCat-KO	BB579 growth dn	GALR2 blocker	E-sel TNF inh	Phagocytosis inh	Yeast lifespan up	NPY Y2 blocker	HCT116 PTEN-null	Measles CPE	MRP1 act
Cc1cc(C)nc(-n2nc(C)cc2NC(=O)CN2CCCC(C)C2)n1 (configuration not stated)	87	-14	-6	nt	-1	-6	5	96	13	-2.6
Cc1ccc(C(=O)Nc2cccc(C(=O)O)c2)cc1	88	-29	-6	13	0	-3	3	79	2	0.2
CCOC(=O)c1cccc(NC(=O)c2cncc(Br)c2)c1	96	13	1	nt	-3	-1	1	95	13	0.1
O=C(COC(=O)c1ccccc1NC(=O)c1ccco1)Nc1ccc2c(c1)OCO2	85	-39	-4	nt	2	-12	5	82	4	-2.3
CC1Oc2ccccc2N(Cc2cccnc2)C1=O (configuration not stated)	96	-12	2	nt	-1	13	0	92	4	-0.5
O=C(Nc1c2c(nn1-c1ccc(F)cc1)CSC2)c1ccc(S(=O)(=O)N2CCOCC2)cc1	92	-15	-4	nt	0	-5	0	94	14	-3.6
Cc1ccc(OCCCCn2cnc3ccccc32)c(C)c1	24	-26	-13	19	0	-16	11	51	3	1.8
O=C(NC12CC3CC(CC(C3)C1)C2)c1cnccn1	92	-15	-6	-2	0	-9	6	80	11	-0.5
O=CN1CCN(C(=O)c2ccccc2F)CC1	115	-43	11	9	-1	-3	2	109	5	-1.2
COc1ccc(Nc2nnc(SCc3cn4c(C)cccc4n3)s2)cc1	49	1	-3	5	-5	-5	3	53	6	-2.8
CCc1nc2n[nH]c(N)c2c2c1CCCC2	88	-16	2	15	-2	-4	0	98	1	-4.0
CCC(=O)c1ccc(N2CCCCCC2)c(F)c1	64	8	-6	-6	-1	-9	4	64	4	0.0
Cc1nn(C)c(C)c1S(=O)(=O)N(CC(=O)Nc1ccccn1)c1ccc(C(C)C)cc1	89	-45	14	1	nt	-9	0	94	5	-0.6
CCCN(CCC)C(=S)NC(=O)c1ccc(Cl)cc1Cl	30	-15	-4	-3	nt	14	0	31	11	-4.0
Cn1cc([N+](=O)[O-])c(C(=O)Nc2cc(Oc3cccnc3)cc([N+](=O)[O-])c2)n1	1.6*	-43	-4	41	-8	-14	0	0.3*	2	-3.6
Cc1noc(-c2ccccc2OC(=O)c2ccccc2)n1	97	-6	6	8	-1	-11	4	91	15	-0.9
Fc1ccc(Sc2nc(-c3ccccc3)nnc2C(F)(F)F)cc1	4.1*	-36	5	-35	1	16	0	2.1*	16	-2.6
O=C(NCc1cccnc1)c1cnn2ccccc12	94	-17	1	8	0	-1	-1	103	3	-1.6
COc1ccc(/C=C(/NC(=O)c2ccccc2)C(=O)N/N=C/c2cccs2)cc1OC	89	-1	0	-10	-1	-7	7	97	5	-0.8
COc1nc(Cl)cn(-c2ccc(Cl)cc2)c1=O	95	-11	9	nt	-1	9	-2	94	26	0.8
CC1(C)Cc2c(C#N)c(N3CCOCC3)nc(-c3ccccc3)c2CO1	75	-7	-12	18	nt	-1	4	74	6	-2.8
O=C(NNC(=O)c1ccccc1)C(=O)N1CCCCC1	88	-29	-9	-12	-5	2	2	94	7	-1.4
O=C(CN1CCN(c2ccccn2)CC1)N(c1ccccc1)c1ccc2ccccc2c1	50	-44	0	-65	-1	0	7	50	5	-0.6
O=C(CSc1ccc2nnc(-c3ccc(F)cc3)n2n1)N1CCCc2ccccc21	80	-13	-2	nt	-11	-1	6	64	21	-3.0

Molecules above that have an aryl methoxy group:
SMILES	HCT116 bCat-KO	BB579 growth dn	GALR2 blocker	E-sel TNF inh	Phagocytosis inh	Yeast lifespan up	NPY Y2 blocker	HCT116 PTEN-null	Measles CPE	MRP1 act
COc1ccc(Nc2nnc(SCc3cn4c(C)cccc4n3)s2)cc1	49	1	-3	5	-5	-5	3	53	6	-2.8
COc1ccc(/C=C(/NC(=O)c2ccccc2)C(=O)N/N=C/c2cccs2)cc1OC	89	-1	0	-10	-1	-7	7	97	5	-0.8
COc1nc(Cl)cn(-c2ccc(Cl)cc2)c1=O	95	-11	9	nt	-1	9	-2	94	26	0.8

(listing goes on)
SMILES	HCT116 bCat-KO	BB579 growth dn	GALR2 blocker	E-sel TNF inh	Phagocytosis inh	Yeast lifespan up	NPY Y2 blocker	HCT116 PTEN-null	Measles CPE	MRP1 act
O=S(=O)(c1cccs1)N1CCN(Cc2ccccc2)CC1	77	-38	-6	-19	0	-9	3	76	17	-0.7
O=c1oc(-c2ccc(F)cc2)nc2ccsc12	88	11	7	nt	0	-16	-1	82	2	-1.5
Cc1ccc(C(=O)CC(=O)COc2ccc(Cl)cc2C)cc1	26	-2	-2	nt	-12	3	8	25	24	1.9
COc1ccc(C2CC(c3ccc(Cl)cc3)Nc3nc(NC(=O)c4ccco4)nn32)cc1 (configuration not stated)	80	-6	-10	-4	nt	nt	1	72	22	-0.1
Cc1ccc(C2=NNC(C(O)C(O)C(O)CO)S2)cc1 (configuration not stated)	107	-2	10	-1	0	-15	3	103	6	-0.5
Cc1ccc(OCCN2C(=O)S/C(=C\c3ccc(C)o3)C2=O)cc1	100	-35	4	nt	-6	3	17*	106	13	-0.5
Cc1cc(C)n(Cc2ccc(F)cc2)c(=O)c1C#N	100	-22	10	-17	-1	-8	1	99	36	-3.2
CCC(=O)Nc1cc2nn(-c3ccccc3)nc2cc1Cl	52	-7	2	25	4	-25	-3	52	10	-4.8
Fc1ccc(F)c(C2=NNC(=Nc3ccccc3F)SC2)c1	10	-2	19	-11	1	-7	-1	10	19	-5.0
Cc1ccc(-n2c(-c3cc(C)n(C)n3)n[nH]c2=S)cc1	91	-23	-6	-12	nt	-3	1	98	7	-1.4
Cc1nc2c(C(=O)NCCC(C)C)c[nH]n2c(=O)c1Cl	96	-39	-3	7	-3	14	-1	105	11	0.5
CCCCC(=O)Nc1ccc(NC(=O)C2CC2)nc1	107	-12	-9	-5	nt	-9	0	101	8	-1.4

Compounds from the list above that have two or more sulfur atoms (3):
SMILES	HCT116 bCat-KO	BB579 growth dn	GALR2 blocker	E-sel TNF inh	Phagocytosis inh	Yeast lifespan up	NPY Y2 blocker	HCT116 PTEN-null	Measles CPE	MRP1 act
O=C(Nc1c2c(nn1-c1ccc(F)cc1)CSC2)c1ccc(S(=O)(=O)N2CCOCC2)cc1	92	-15	-4	nt	0	-5	0	94	14	-3.6
COc1ccc(Nc2nnc(SCc3cn4c(C)cccc4n3)s2)cc1	49	1	-3	5	-5	-5	3	53	6	-2.8
O=S(=O)(c1cccs1)N1CCN(Cc2ccccc2)CC1	77	-38	-6	-19	0	-9	3	76	17	-0.7

Grouped by structure, those above with a thiophene ring, fused or not
SMILES	HCT116 bCat-KO	BB579 growth dn	GALR2 blocker	E-sel TNF inh	Phagocytosis inh	Yeast lifespan up	NPY Y2 blocker	HCT116 PTEN-null	Measles CPE	MRP1 act
COc1ccc(/C=C(/NC(=O)c2ccccc2)C(=O)N/N=C/c2cccs2)cc1OC	89	-1	0	-10	-1	-7	7	97	5	-0.8
O=S(=O)(c1cccs1)N1CCN(Cc2ccccc2)CC1	77	-38	-6	-19	0	-9	3	76	17	-0.7
O=c1oc(-c2ccc(F)cc2)nc2ccsc12	88	11	7	nt	0	-16	-1	82	2	-1.5

Additional entries follow:
SMILES	HCT116 bCat-KO	BB579 growth dn	GALR2 blocker	E-sel TNF inh	Phagocytosis inh	Yeast lifespan up	NPY Y2 blocker	HCT116 PTEN-null	Measles CPE	MRP1 act
Cc1c(NC(=O)C2C3C=CC(C3)C2C(=O)O)c(=O)n(-c2ccccc2)n1C (configuration not stated)	95	-9	-11	-7	-1	-1	1	102	6	-0.8
CC(=O)Nc1nc2ccc(-c3nc4ccccc4o3)cc2s1	71	-2	-2	5	nt	-9	-6	77	10	-3.3
O=C(N/N=C/c1cccc([N+](=O)[O-])c1)c1ccc(CN2CCOCC2)cc1	93	-15	-1	-11	-12	-4	1	92	4	-0.1
COc1cccc(C2=CC(c3cccs3)n3nnnc3N2)c1 (configuration not stated)	26	-3	2	2	2	-10	10	20	22	-1.7
Cc1nnnn1CC(=O)Nc1ccccc1[N+](=O)[O-]	94	-24	12	nt	-10	5	1	97	7	-1.9
O=C(COC(=O)c1cc(Cl)ccc1[N+](=O)[O-])Nc1cccc2ccccc12	92	-30	0	-3	0	-5	-1	100	5	0.5
COCCN(C(=O)COc1ccc(Cl)cc1)c1nnc(-c2cccnc2)s1	75	-20	1	12	nt	nt	2	57	8	-3.0
CCCCOCCCNS(=O)(=O)Cc1ccccc1	104	-32	-4	nt	2	-10	0	89	20	-0.1
CC1CCc2c(sc3nc4n(c(=O)c23)CCS4)C1 (configuration not stated)	90	8	-17	nt	0	-5	3	95	10	-1.6
COC(=O)/C=C1\C(=O)N(c2nc3ccc(OC)cc3s2)C(=S)N1c1ccc(F)cc1	85	-39	3	-45	0	13	3	78	20	-2.9
COc1ccccc1OCc1nc(C#N)c(N2CC(C)CC(C)C2)o1 (configuration not stated)	70	-5	-10	13	nt	2	18*	83	4	-0.5
CC(C)C1(C)C(=O)N=C2c3ccccc3C(=O)N21 (configuration not stated)	119	1	2	-2	1	-11	1	99	9	-2.3
CCOC(=O)c1sc(NC(=O)CSc2nnc(-c3ccc(OC)cc3)n2CCOC)nc1C	89	-39	-9	-4	nt	-3	0	97	28	-3.3
COc1ccc(-n2c(SCC(=O)NCc3ccco3)nnc2-c2c[nH]c3ccccc23)cc1	91	11	-4	34	0	-2	7	97	4	-2.8
COc1ccc(Cl)cc1NC(=O)C(C)N(C)Cc1cccc(Cl)c1Cl (configuration not stated)	65	-19	-4	10	-13	-2	8	79	8	1.7
COc1ccc(CCNC(=O)c2[nH]c(C)c(C(C)=O)c2C)cc1OC	85	-33	-28	-11	0	-11	1	75	11	-4.2
CC(CCN(C)C)OC(=O)c1ccc(C(C)c2ccccc2)o1 (configuration not stated)	99	0	-2	-11	1	-6	4	80	17	0.2
O=C(NC1CCCCCC1)C(=O)NC1CCCC1	97	-15	1	2	-9	9	1	93	9	-1.1
COc1ccc(-c2nnc(SCC(=O)Nc3ncc(C(F)(F)F)cc3Cl)n2CC(C)C)cc1	92	-33	-6	nt	-13	6	0	105	23	-2.7
CC(=O)NC1=NN(C(C)=O)C(C)(CCS(=O)(=O)c2ccc(Br)cc2)S1 (configuration not stated)	88	-34	-1	-11	-5	3	2	99	5	-1.4
O=C(c1ccco1)N1CCN(c2nnc(-c3ccccc3)c3ccccc23)CC1	82	-24	-6	-30	1	-5	3	80	17	-1.5
CCN(C(=O)Cc1cccs1)c1nnc(-c2cccnc2)s1	100	-41	2	-45	0	-17	2	92	14	-1.2
O=C(NCCN1C(=O)CSC1=O)C1CC(=O)N(c2ccccc2)C1 (configuration not stated)	99	-28	-6	17	0	-6	2	93	3	0.0

Bioassay records deposited in PubChem BioAssay by several laboratories.
